Compound activity: PubChem, several laboratories
SUMO1-SIM PPI = modulators of SUMO1 protein-protein interactions, primary screen, biochemical, uHTS | Small ubiquitin-related modifier 1 (Homo sapiens), P63165 | AID 602429, 2012 | 360,000 tested, 0.33% active | SUMO1 binding to a labelled peptide, TR-FRET, 1 h | inhibition, % at 20 µM; in the data active = inhibition above about 37%
Target sequence (P63165 whole entry, looked up): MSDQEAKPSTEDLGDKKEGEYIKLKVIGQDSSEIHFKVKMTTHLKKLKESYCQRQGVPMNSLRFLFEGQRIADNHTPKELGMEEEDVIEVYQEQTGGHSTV
NadD inh = inhibitors of S. aureus NadD, primary screen, biochemical, colorimetric, uHTS; AID 602399, 2012; inhibition, % at 20 µM; purified NadD enzyme, colorimetric absorbance read-out; Nicotinate-nucleotide adenylyltransferase NadD (Staphylococcus aureus N315); 360,000 tested, 0.78% active; in the data active = inhibition above about 26%; also: some compounds past the cut are filed as inactive
NRP1-CendR mod = modulators of CendR peptide binding to NRP-1, primary screen, biochemical, fluorescence polarization, uHTS. Neuropilin-1 (Homo sapiens), O14786. FAM-RPARPAR peptide binding to NRP-1. inhibition, % at 25 µM. 360,000 tested, 0.85% active. AID 602438, 2012;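 active = inhibition or corrected inhibition above about 18%, plus a signal ratio from 0.5 to 1.5, limit read from the data, passing the limit was not always enough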; also: strong numbers were not always called active
Target sequence (O14786 whole entry, looked up): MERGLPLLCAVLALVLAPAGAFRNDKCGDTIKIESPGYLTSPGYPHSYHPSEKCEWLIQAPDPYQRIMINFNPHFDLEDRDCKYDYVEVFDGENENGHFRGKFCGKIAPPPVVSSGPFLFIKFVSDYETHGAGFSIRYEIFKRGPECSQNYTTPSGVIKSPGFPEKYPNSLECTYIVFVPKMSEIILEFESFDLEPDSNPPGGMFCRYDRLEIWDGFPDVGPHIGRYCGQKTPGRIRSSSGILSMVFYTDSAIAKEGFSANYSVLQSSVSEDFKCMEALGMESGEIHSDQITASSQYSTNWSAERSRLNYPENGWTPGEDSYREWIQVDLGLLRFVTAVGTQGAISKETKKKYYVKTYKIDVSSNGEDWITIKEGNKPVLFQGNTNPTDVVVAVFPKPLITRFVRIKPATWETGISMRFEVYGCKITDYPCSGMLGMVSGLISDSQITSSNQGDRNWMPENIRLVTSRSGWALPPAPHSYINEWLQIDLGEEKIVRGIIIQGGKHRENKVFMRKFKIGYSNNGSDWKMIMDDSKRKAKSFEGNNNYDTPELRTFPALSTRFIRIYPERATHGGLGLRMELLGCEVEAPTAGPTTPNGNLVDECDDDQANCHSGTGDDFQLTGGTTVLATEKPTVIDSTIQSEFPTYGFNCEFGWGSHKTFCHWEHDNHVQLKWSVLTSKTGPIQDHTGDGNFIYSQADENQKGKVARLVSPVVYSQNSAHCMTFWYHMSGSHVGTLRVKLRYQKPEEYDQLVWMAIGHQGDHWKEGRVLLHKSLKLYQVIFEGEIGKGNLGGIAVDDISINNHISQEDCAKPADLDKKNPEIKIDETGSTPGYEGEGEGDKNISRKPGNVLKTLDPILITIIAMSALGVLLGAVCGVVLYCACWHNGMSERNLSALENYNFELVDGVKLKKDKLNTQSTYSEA
STEP inh = STEP phosphatase inhibitors, primary screen, biochemical, fluorescence intensity, uHTS | recombinant STEP, OMFP fluorogenic substrate | inhibition, % at 20 µM | Tyrosine-protein phosphatase non-receptor type 5 (Homo sapiens), P54829 | 360,000 tested, 0.25% active;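 active = inhibition at 20 µM, scaled per plate between control wells, above about 37%, limit read from the data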;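 also: 0% = DMSO with enzyme and substrate and 100% = substrate only without enzyme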
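Assay system: isolated STEP enzyme / Timing: 20 min at room temperature, dark / Doses: 20 µM, 1% DMSO / Technique: fluorescence intensity, excitation 480 nm, emission 540 nm / Reagent: fluorogenic phosphatase substrate OMFP at 25 µM final / Measure: percent inhibition scaled to no-enzyme and uninhibited-enzyme controls, plate-pattern corrected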
Neddylation inh = inhibitors of cullin neddylation, primary screen, biochemical, TR-FRET, uHTS, NAE and Ubc12; NEDD8-conjugating enzyme Ubc12 (Homo sapiens) + NEDD8-activating enzyme E1 regulatory …; calls only at 25 µM; 360,000 tested, 0.58% active; AID 651699, 2012; in the data active = inhibition above about 36%
Scp1 inh = Scp-1 phosphatase inhibitors, primary screen, biochemical, colorimetric, uHTS; Carboxy-terminal domain RNA polymerase II polypeptide A small phosphatase 1 (Homo …; Recombinant Scp1, phosphopeptide, malachite green phosphate absorbance; inhibition, % at 20 µM; 340,000 tested, 0.88% active; AID 493091, 2011;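 active = inhibition above about 50% at 20 µM, limit read from the data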;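 also: plate controls were DMSO wells with enzyme for no effect and wells lacking enzyme for full effect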
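System: truncated SCP-1 phosphatase (76-261aa); medium: Tris acetate buffer pH 5.5 with MgCl2 and Tween-20; incubation: 45 min room-temperature reaction, 5 min colour, 30 min stabiliser; compound: single 20 µM dose, 1% DMSO; reagent: Phosphorylated 17-residue peptide substrate; read-out: % inhibition at 20 µM; technique: colorimetric free-phosphate detection, absorbance 630 nm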
DNMT1 inh = human DNMT1 methyltransferase inhibitors, primary screen, biochemical, molecular beacon, fluorescence, HinP1I cleavage, uHTS; inhibition (reported as % activation of signal), % at 10 µM; 360,000 tested, 0.83% active; AID 588458, 2011; in the data active = inhibition above about 50%
TbMetRS inhib = T. brucei MetRS inhibitors, primary screen, biochemical, luminescence. methionyl-tRNA synthetase (Trypanosoma brucei brucei). purified T. brucei MetRS, ATP depletion, Kinase-Glo luminescence. inhibition, % at 11.9 µM. 360,000 tested, 0.4% active. AID 624268, 2012;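 active = inhibition above a per-plate cutoff of the control wells' mean inhibition plus 3 SD, cut at about 5.5% in these data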;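 also: 0% = DMSO wells median and 100% = median of wells with control inhibitor compound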
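assay system = parasite MetRS enzyme | timing = 15 min preincubation, 2 h reaction, all 25 °C | evaluation = percent inhibition relative to median high and low control wells | medium = HEPES buffer containing pyrophosphatase, BSA, spermine, DTT | compound = single dose, 11.9 µM final nominal, 0.9% final DMSO | detection = Kinase-Glo luminescence, ATP depletion format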
LMPTP block = LMPTP phosphatase inhibitors, primary screen, biochemical, fluorescence intensity, uHTS; recombinant LMPTP-A, OMFP fluorogenic substrate; 360,000 tested, 0.22% active; inhibition, % at 20 µM; AID 651560, 2012;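 active = compounds that cut the enzyme signal by at least half of the control window in the single-dose screen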;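 also: plate controls were DMSO wells with enzyme plus substrate for no effect and substrate without enzyme for full effect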
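Assay system: LMPTP-A phosphatase enzyme | Input: 0.625 nM enzyme | Also added: Fluorogenic phosphatase substrate OMFP at 400 µM final | Compound dosing: One test concentration per compound, 20 µM, with 3% DMSO overall | Schedule: 50 min enzyme reaction at room temperature, protected from light | Signal: Fluorescence intensity | Benchmarks: no-enzyme and uninhibited controls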
SKN-1 block = suppressors of acrylamide-induced Pgst-4::GFP reporter in worms, primary screen, SKN-1 inhibitor project, whole organism, uHTS, GFP/RFP fluorescence ratio, strain VP596; 360,000 tested, 0.49% active; inhibition, % at 21.8 µM; C. elegans VP596 Pgst-4::GFP/RFP ratio, 24 h; AID 624304, 2012;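 active = interference check ratio from 0.5 to 1.5 plus GFP to RFP signal ratio inhibition reaching or exceeding a fixed threshold, cut at about 30% in these data, passing the limit was not always enough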; also: some compounds called inactive have numbers as strong as hits
The depositor's hits bear a star; i = inactive; x = not tested or not shown.

1) CC1CCN(C(=O)c2[nH]cnc2C(=O)NCc2ccccc2)CC1
2) O=C(NC(=S)Nc1ccc(N2CCN(C(=O)c3ccccc3)CC2)cc1)c1cccs1
3) CCOc1ccc(C2C(C(=O)c3ccc(C)o3)=C(O)C(=O)N2Cc2cccnc2)cc1 (stereo unspecified)
4) O=C(Nc1ccc(NC(=O)c2ccccc2)nc1)c1ccncc1
5) CCN1C(=O)C(CC(=O)Nc2ccc(Br)cc2)N(CCCc2ccccc2)C1=S (stereo unspecified)
6) Cc1cc(C)cc(OCC(=O)OCC(=O)NC2CC2)c1
7) CCCCC[C@@H](C)N1C[C@H](COCc2ccccc2)Oc2cc(N3CCC[C@H]3CO)ccc2S1(=O)=O
8) O=C(CCn1c(=O)oc2ccc(Cl)cc21)N1CCN(Cc2ccccc2)CC1
compound no.	1	2	3	4	5	6	7	8
SUMO1-SIM PPI	-2	-1	5	1	-2	5	4	-3
NadD inh	0	-3	14	-1	-13	-1	-6	-2
NRP1-CendR mod	20	-10	-7	12	-7	1	18	-1
STEP inh	2	-2	-1	0	3	3	x	1
Neddylation inh	i	i	i	i	i	i	i	i
Scp1 inh	-2	-7	15	-5	-20	-12	x	-13
DNMT1 inh	8	-6	3	1	-11	1	x	0
TbMetRS inhib	1.0	-0.4	-0.3	0.2	66*	0.4	-0.2	-0.3
LMPTP block	0.4	0.4	6.1	-0.9	5.8	-0.9	0.9	-1.3
SKN-1 block	14	2	9	-9	-2	-5	-1	19

9) O=C(OCc1ccccc1F)c1ccc2c(c1)-c1ccccc1C2=O
10) COc1ccc(NC(=O)Nc2cccc3c2O[C@H](CN(C)C(=O)Nc2ccccc2)[C@@H](C)CN([C@H](C)CO)C3=O)cc1
11) CN(C)c1cc(Cl)c2nonc2c1N
12) O=C(/C=C/c1ccco1)N1CCN(c2ncccn2)CC1
13) CCC1CN(C(=O)N2CCC(C(=O)NCc3ccc(OC)cc3OC)CC2)c2ccccc2O1 (stereo unspecified)
14) COc1cccc(C(=O)NCC(=O)N/N=C/c2cn[nH]c2-c2ccccc2)c1
15) COc1cc(Cn2c(=O)oc3ccc(C)cc32)ccc1OC(C)C
16) CC(Sc1cccc[n+]1[O-])C(=O)Nc1ccc([N+](=O)[O-])cc1Cl (stereo unspecified)
compound no.	9	10	11	12	13	14	15	16
SUMO1-SIM PPI	-3	4	-5	-1	0	6	0	-33
NadD inh	-7	2	5	0	3	-6	3	-3
NRP1-CendR mod	1	15	19	10	-13	4	6	14
STEP inh	3	-2	2	-1	1	-2	3	2
Neddylation inh	i	i	i	i	i	i	i	i
Scp1 inh	-13	-8	-1	0	-6	-4	-13	5
DNMT1 inh	2	-1	13	13	1	-1	-4	2
TbMetRS inhib	-0.7	-0.3	5.7*	-0.1	0.5	-0.3	0.1	0.3
LMPTP block	1.3	0.1	2.8	-0.2	-0.1	0.1	1.0	-0.8
SKN-1 block	-6	7	11	-11	12	-16	8	-13

17) COc1cc(OC)c(NC(=O)CCNS(=O)(=O)c2cc(Br)cnc2N)cc1Cl
18) CNC(=O)C12CC3CC(CC(Cl)(C3)C1)C2
19) COc1cccc(/C=N/NC(=O)C(=O)NCc2ccco2)c1O
20) CCOc1ccc(CN=C(N)N=C(N)N)cc1Cl
21) OCCOCCOc1cccc2[nH]ccc12
22) Cn1c(=S)[nH]c(=O)c2ncc(=O)[nH]c21
23) O=C(CSc1ncccn1)NN=C1CCCCCC1
24) O=C(NCCOc1ccccc1)C(c1ccccc1)c1ccccc1
compound no.	17	18	19	20	21	22	23	24
SUMO1-SIM PPI	7	-3	-5	-2	-9	-1	0	-1
NadD inh	-6	-8	-2	1	1	3	3	-6
NRP1-CendR mod	3	-2	-6	0	4	-1	-8	9
STEP inh	-5	0	-1	0	2	-2	-2	2
Neddylation inh	i	i	i	i	i	i	i	i
Scp1 inh	18	-8	-4	-2	1	-7	-9	-3
DNMT1 inh	-6	6	0	3	-3	1	2	-4
TbMetRS inhib	-1.1	-0.6	-0.2	0.4	-0.1	-0.3	-0.3	-0.6
LMPTP block	0.6	-2.7	-0.8	-0.5	1.4	-1.9	-1.6	0.1
SKN-1 block	10	17	-3	1	8	0	12	7

25) O=C1N=C(N2CCN(c3ccccc3)CC2)S/C1=C/c1cccs1
26) O=C(CNS(=O)(=O)c1cccs1)N1CCCCC1
27) CC(Oc1cc(Cl)ccc1Cl)C(=O)N/N=C\c1ccnn1C (stereo unspecified)
28) O=C(Nc1ccc2c(c1)OCO2)c1ccc(=O)[nH]n1
29) COc1ccc(CCNC(=O)C2CCN(C(=O)c3ccc(C(C)(C)C)cc3)CC2)cc1OC
30) CCOC(=O)C1=C(c2ccccc2)NC(SC)=C(C#N)C1c1ccco1 (stereo unspecified)
31) CC(C)N1CC(O)=C(c2ccccc2)C1=N
32) O=C(Cn1nc(-c2ccc(Cl)cc2)ccc1=O)NCCCN1CCN(Cc2ccccc2)CC1
compound no.	25	26	27	28	29	30	31	32
SUMO1-SIM PPI	-19	1	-1	-6	0	-10	-3	-11
NadD inh	11	4	-1	-7	-1	-5	4	-10
NRP1-CendR mod	-7	13	4	-1	-14	5	-1	-3
STEP inh	7	-1	0	2	2	0	0	0
Neddylation inh	i	i	i	i	i	i	i	i
Scp1 inh	-5	-4	-4	4	6	-6	-2	-13
DNMT1 inh	0	-1	3	-1	10	-5	1	3
TbMetRS inhib	0.0	-0.5	0.1	-1.0	-1.3	-0.9	0.2	-0.2
LMPTP block	2.8	-1.7	-0.4	1.5	-0.2	-0.3	-0.4	-0.6
SKN-1 block	28	-20	3	-8	3	-7	11	8

33) COc1ccccc1-n1cc(CN2CCc3onc(-c4ccc(Br)cc4)c3C2=O)nn1
34) CCOc1ccc(CCNC(=O)CCc2nnc3ccc(N4CCCC4)nn23)cc1OCC
35) NCCc1nnc(SCc2c(Cl)cccc2Cl)o1
36) Cc1ccc(NS(=O)(=O)c2c(C)nc3sccn3c2=O)cc1C
37) Cc1ccc(N(CC(=O)NCC2CCCO2)C(=O)CNS(=O)(=O)c2ccc(Cl)cc2)cc1 (stereo unspecified)
38) Cc1ccccc1-c1c(C)oc2cc(O)ccc2c1=O
39) Cc1n(Cc2ccccc2)c2cc([N+](=O)[O-])ccc2[n+]1Cc1ccccc1
40) Cc1ccc(NC(=O)CC2S/C(=N/c3nccs3)N(C)C2=O)cc1C (stereo unspecified)
compound no.	33	34	35	36	37	38	39	40
SUMO1-SIM PPI	4	-5	0	8	-2	-2	-29	-1
NadD inh	x	5	0	0	3	-1	8	1
NRP1-CendR mod	11	-13	1	-8	-1	-16	-2	-5
STEP inh	x	-2	-1	6	-2	-4	-2	-1
Neddylation inh	i	i	i	i	i	x	i	i
Scp1 inh	x	-4	-11	-16	3	-4	4	-2
DNMT1 inh	x	1	2	6	1	-1	-7	0
TbMetRS inhib	0.2	-0.7	0.4	-0.8	-0.4	-1.2	-0.8	-1.2
LMPTP block	3.7	-0.3	-0.9	0.5	-0.3	-0.1	-0.1	0.8
SKN-1 block	12	-1	-7	-2	-3	-9	7	-5

41) O=C(O)c1nc(N2CCOCC2)nc(N2CCOCC2)n1
42) Cc1ccc(OCC(=O)N2CCCC(CCC(=O)N(C)CCc3ccccn3)C2)cc1 (stereo unspecified)
43) CC(Cc1nnc(N)s1)c1ccccc1 (stereo unspecified)
44) Cc1ccc(C)c(NC(=O)CNS(=O)(=O)c2ccccc2)c1
compound no.	41	42	43	44
SUMO1-SIM PPI	-2	2	4	0
NadD inh	-5	-3	-8	1
NRP1-CendR mod	10	-3	-5	3
STEP inh	-1	-3	6	1
Neddylation inh	i	i	i	i
Scp1 inh	-5	-4	-1	-6
DNMT1 inh	6	4	0	2
TbMetRS inhib	0.0	-0.5	0.3	-1.0
LMPTP block	-1.6	-0.5	-1.9	-0.1
SKN-1 block	6	-9	17	4

An excerpt from above in order of heavy-atom count, lowest first:
26) O=C(CNS(=O)(=O)c1cccs1)N1CCCCC1
12) O=C(/C=C/c1ccco1)N1CCN(c2ncccn2)CC1
19) COc1cccc(/C=N/NC(=O)C(=O)NCc2ccco2)c1O
15) COc1cc(Cn2c(=O)oc3ccc(C)cc32)ccc1OC(C)C
39) Cc1n(Cc2ccccc2)c2cc([N+](=O)[O-])ccc2[n+]1Cc1ccccc1
8) O=C(CCn1c(=O)oc2ccc(Cl)cc21)N1CCN(Cc2ccccc2)CC1
37) Cc1ccc(N(CC(=O)NCC2CCCO2)C(=O)CNS(=O)(=O)c2ccc(Cl)cc2)cc1 (stereo unspecified)
29) COc1ccc(CCNC(=O)C2CCN(C(=O)c3ccc(C(C)(C)C)cc3)CC2)cc1OC
32) O=C(Cn1nc(-c2ccc(Cl)cc2)ccc1=O)NCCCN1CCN(Cc2ccccc2)CC1
compound no.	26	12	19	15	39	8	37	29	32
SUMO1-SIM PPI	1	-1	-5	0	-29	-3	-2	0	-11
NadD inh	4	0	-2	3	8	-2	3	-1	-10
NRP1-CendR mod	13	10	-6	6	-2	-1	-1	-14	-3
STEP inh	-1	-1	-1	3	-2	1	-2	2	0
Neddylation inh	i	i	i	i	i	i	i	i	i
Scp1 inh	-4	0	-4	-13	4	-13	3	6	-13
DNMT1 inh	-1	13	0	-4	-7	0	1	10	3
TbMetRS inhib	-0.5	-0.1	-0.2	0.1	-0.8	-0.3	-0.4	-1.3	-0.2
LMPTP block	-1.7	-0.2	-0.8	1.0	-0.1	-1.3	-0.3	-0.2	-0.6
SKN-1 block	-20	-11	-3	8	7	19	-3	3	8

No enrichment for hits. About 4.6% of those tested had a hit in this group.
